SIAE primary: human SIAE inhibition, primary screen. inhibition, % at 9.66 µM. SIAE FP-Rh probe binding, fluorescence polarization. actives 0.69% (n = 370,000). Q9HAT2;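 active = inhibition above a cutoff: mean of compounds within the control limits plus 3 SD of those, cut at about 17% in these data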;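 note: 0% = plate median of compound wells and 100% = probe without SIAE protein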
* marks the source's active call; other numbers are inactive results. This is a subset. The share of hits here may be higher or lower than overall.

SMILES	SIAE primary
CCOC(=O)CNC(=O)N1Cc2cc(N3CCCCC3)ccc2-n2nncc2C1	-17
